SF-1 act = activates the human nuclear receptor SF-1 | activation, % at 10 µM | AID 522 | Q13285 | CHO-K1 Gal4-SF-1 LBD luciferase reporter; % increase over DMSO SF-1-specific signal | 65,000 compounds, 1.9% hits;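 active = activation above the mean activation of all tested compounds plus 3 SD, cut at about 50% in these data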
Target sequence (Q13285 whole entry, looked up, the tested form may be a part): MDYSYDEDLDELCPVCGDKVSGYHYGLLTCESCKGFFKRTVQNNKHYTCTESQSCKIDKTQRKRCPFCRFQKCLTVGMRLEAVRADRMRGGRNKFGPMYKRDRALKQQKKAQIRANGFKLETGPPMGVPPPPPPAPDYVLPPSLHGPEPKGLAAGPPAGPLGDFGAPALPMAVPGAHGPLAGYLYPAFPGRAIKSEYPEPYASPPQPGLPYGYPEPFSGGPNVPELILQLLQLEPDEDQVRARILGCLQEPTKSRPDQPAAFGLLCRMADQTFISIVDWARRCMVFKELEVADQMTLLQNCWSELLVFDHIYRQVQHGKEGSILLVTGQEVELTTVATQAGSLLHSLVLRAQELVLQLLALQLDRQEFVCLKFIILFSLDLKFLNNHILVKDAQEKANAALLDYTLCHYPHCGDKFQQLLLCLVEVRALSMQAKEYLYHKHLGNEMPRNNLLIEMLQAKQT
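Material: Gal4–SF-1 LBD one-hybrid luciferase reporter in CHO-K1 cells | Amount: 4,000 cells per well | Compound dosing: 10 µM single point, 1% DMSO | Schedule: 20 h compound treatment, 37 °C | Measured by: SteadyLite luciferase luminescence | Evaluation: Percent activation versus DMSO | Control set: DMSO-treated SF-1-transfected cells as negative, DMSO-treated mock-transfected cells lacking SF-1 as background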
D1 mod = allosteric modulators of human D1 dopamine receptor; B-score at 10 µM; HEK293 D1, CRE-luciferase, dopamine EC30 potentiation; actives deviate in either direction; 58,000 compounds, 5.9% hits; P21728;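 active = luminescence count or its row- and column-corrected plate score outside the 99.7% band of the plate's sample wells, on either side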
Target sequence (P21728 whole entry, looked up): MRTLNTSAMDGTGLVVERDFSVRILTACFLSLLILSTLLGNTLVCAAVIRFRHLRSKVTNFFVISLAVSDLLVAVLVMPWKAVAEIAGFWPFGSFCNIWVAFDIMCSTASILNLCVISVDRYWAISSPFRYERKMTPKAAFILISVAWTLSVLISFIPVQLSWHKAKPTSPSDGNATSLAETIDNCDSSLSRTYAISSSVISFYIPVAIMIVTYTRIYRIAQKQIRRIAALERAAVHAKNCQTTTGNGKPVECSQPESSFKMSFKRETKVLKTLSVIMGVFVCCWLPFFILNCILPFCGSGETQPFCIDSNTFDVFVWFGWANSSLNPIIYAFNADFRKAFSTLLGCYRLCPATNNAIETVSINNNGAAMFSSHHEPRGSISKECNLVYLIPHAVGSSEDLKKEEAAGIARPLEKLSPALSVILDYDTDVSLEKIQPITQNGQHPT
HEK293 NFkB inh = inhibitors of the PMA/ionomycin-induced NF-kB reporter in HEK293 cells. 62,000 compounds, 0.21% hits. AID 465. inhibition, % at 3 µM. HEK-293 NF-kB luciferase reporter, luminescence;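 active = inhibition above the mean of all tested compounds plus 3 SD, cut at about 40% in these data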;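 note: 0% = stimulated DMSO wells and 100% = 10 µM reference inhibitor 5653914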
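Reagent: PMA plus ionomycin mix as NF-kB-activating stimulus. Assay system: NF-kB luciferase reporter HEK-293 cells. Technique: luminescence from luciferase substrate reagent. Incubation: 1 h compound pre-incubation, 16 h PMA/ionomycin at 37 °C. Benchmarks: DMSO only as uninhibited control, 10 µM reference inhibitor as full inhibition. Repeats: tested once.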
tolC growth inh = blocks growth of E. coli BW25113 tolC mutant; OD615; growth inhibition, % at 10 µM (by protocol); 65,000 compounds, 2.2% hits; AID 573;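 active = growth inhibition at or above a cutoff equal to the mean over every tested compound plus 3 SD, cut at about 60% in these data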;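 note: growth measured after 20 h incubation at 37 °C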
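Test system – E. coli BW25113 ΔtolC::kan, tolC deletion mutant strain · Detection – OD at 615 nm · Buffer or medium – LB with kanamycin 50 µg/mL · Times – 20 h compound exposure of bacteria at 37 °C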
TNAP act mid DEA = activators of human TNAP at intermediate phosphate acceptor. P05186. purified TNAP, CDP-star luminescence, 100 mM DEA, 30 min; stronger effect = higher value; scale: 0 levamisole-inhibited, 1 vehicle-only enzyme. activation factor at 20 µM. 64,000 tested, under 10 active. AID 813;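 active = activation factor of at least 2 at 20 µM, relative to controls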
Jurkat viability = cytotoxicity toward Jurkat cells; Jurkat E6.1 viability, ATP luminescence, 48 h; inhibition, % at 4 µM; 56,000 compounds, 1.2% hits; AID 463;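 active = inhibition above the mean inhibition of all tested compounds plus 3 SD, cut at about 28% in these data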
NADH coupling = inhibition of NAD/NADH coupling enzymes, library profiling. coupled PK/LDH NADH assays, four targets. IC50, µM (highest dose often 10 µM), for inactives: at the highest dose inhibition. 65,000 compounds, 0.02% hits;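 active = single-dose screening hits from any of four coupled enzyme assays that gave an IC50 when retested across doses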;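 note: the DPM-DC format reads NADH fluorescence rather than 340 nm absorbance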
M1 antag = M1 muscarinic receptor (rat) antagonism; 64,000 compounds, 3.4% hits; CHO-M1 cells, Fluo-4 calcium, ACh EC80 antagonist mode; stronger effect = lower value; B-score at 10 µM;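 active = calcium fluorescence response, raw or row-and-column corrected B-score, differing from the plate sample mean either way at a set confidence level, mostly lower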
M1 agonist = M1 muscarinic receptor agonism; CHO-M1 cells, Fluo-4 calcium fluorescence, agonist mode; stronger effect = higher value; 64,000 compounds, 3% hits; B-score at 10 µM;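 active = fluorescence rise, raw or as B-score row- and column-corrected plate score, outside the 99.7% band of its plate's samples, either direction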
* hit, by the source's call; . = not tested or not shown.

Key to letters: A = SF-1 act; B = D1 mod; C = HEK293 NFkB inh; D = tolC growth inh; E = TNAP act mid DEA; F = Jurkat viability; G = NADH coupling; H = M1 antag; I = M1 agonist
> COC(=O)c1cc2occc2n1CC(=O)Nc1ccc(OC)c(OC)c1OC
  A = 6	B = -0.79	C = 10	D = -18	E = 0.9	F = .	G = 35%	H = -0.046	I = 0.0065
> CCc1c(C)sc(NC(=O)OC)c1C(=O)N1CCCCC1
  A = -10	B = -0.73	C = 6	D = 0	E = 1	F = 8	G = 3%	H = 1.5	I = 0.75
> CCC(C)N(C(=O)COC(=O)c1cn(CC)c2nc(C)ccc2c1=O)C1CCS(=O)(=O)C1 (configuration not stated)
  A = 17	B = 1.8	C = 0	D = 12	E = 1	F = 13	G = 9%	H = -0.18	I = 0.58
> O=C(CCNS(=O)(=O)c1cccs1)NCc1cccs1
  A = 3	B = .	C = 15	D = -1	E = 1	F = .	G = 2%	H = .	I = .
> CCOC(=O)c1[nH]c(C)c(C(=O)N2CCOCC2)c1C
  A = 16	B = -0.055	C = 14	D = -5	E = 0.6	F = -7	G = 5%	H = 0.82	I = 1.4
> CCOC(=O)C(O)(NC(=O)c1cccnc1)C(F)(F)F (configuration not stated)
  A = -10	B = 0.22	C = 1	D = -17	E = 1	F = -5	G = 7%	H = 1.3	I = -0.86
> c1ccc(-c2nnc3n2N=C(c2ccc4c(c2)OCO4)CS3)nc1
  A = 3	B = .	C = .	D = 24	E = 0.8	F = .	G = 2%	H = -1	I = 0.097
> Cc1cc(C)n(C(=O)c2cccc(S(=O)(=O)N3CCOCC3)c2)n1
  A = -2	B = -0.26	C = 14	D = -6	E = 1	F = -8	G = 7%	H = 0.23	I = -0.42
> Cc1onc(-c2ccccc2Cl)c1C(=O)Nc1ccc(-n2nncc2C(C)(C)C)cc1
  A = -9	B = .	C = 17	D = -8	E = 0.9	F = .	G = 7%	H = 1.4	I = 0.26
> COc1ccccc1OC1=NS(=O)(=O)c2ccccc21
  A = 10	B = -0.042	C = -8	D = -19	E = 0.8	F = -6	G = 7%	H = -0.98	I = 0.7
> O=C(C1CCCN(S(=O)(=O)c2cnc[nH]2)C1)N1CCN(Cc2ccccc2)CC1 (configuration not stated)
  A = -6	B = 0.37	C = 4	D = -13	E = 0.9	F = 3	G = 5%	H = -0.087	I = -0.79
> Oc1ccc(CN2CCCc3ccccc32)c2cccnc12
  A = 1	B = .	C = 13	D = -6	E = 1	F = 24	G = 4%	H = 2.7	I = -0.048
> CC(C)(C)NC(=O)C1N(c2cccnc2)C(=O)C2C(C(=O)Nc3ccccc3F)C3(C)C=CC21O3 (configuration not stated)
  A = 3	B = 1.2	C = 15	D = -14	E = 1	F = -2	G = 5%	H = 0.68	I = 0.13
> C=CCNC(=O)Nc1ccc(OCC)cc1
  A = 6	B = -0.35	C = 5	D = -10	E = 0.9	F = -5	G = 7%	H = -0.58	I = -0.48
> O=C(CN1CCN(c2ccccn2)CC1)N1c2ccccc2CCc2ccccc21
  A = -1	B = -0.078	C = 5	D = 23	E = 0.9	F = -1	G = 2%	H = -1.8	I = -1.3
> CCCOC(=O)CC1C(=O)NCCN1Cc1ccccc1C (configuration not stated)
  A = 13	B = 0.048	C = 0	D = -11	E = 0.9	F = 1	G = 7%	H = 0.22	I = 1.5
> CC(=O)NCCOC(=O)Nc1ccncc1
  A = .	B = .	C = .	D = -4	E = 0.9	F = .	G = 2%	H = 0.22	I = -0.84
> COCCn1c(N2CCN(c3ccc(OC)cc3)CC2)nc2c1c(=O)n(C)c(=O)n2C
  A = -6	B = -0.33	C = 17	D = -5	E = 1.1	F = 0	G = 3%	H = -1.3	I = -2
> Cc1sc2ncnc(SCC(=O)N3CCCC3)c2c1C
  A = -3	B = 2.3*	C = 2	D = 10	E = 1	F = -1	G = 2%	H = 0.48	I = 0.26
> O=C(Cc1ccccc1)Nc1cccc(-c2nnc(-c3ccco3)o2)c1
  A = 20	B = .	C = .	D = 2	E = 0.9	F = .	G = 2%	H = -1.2	I = 5.2*
> COc1ccc(OC(=O)c2cccc(S(=O)(=O)N3CCCC3)c2)cc1
  A = -13	B = -0.34	C = 16	D = 34	E = 1	F = 15	G = 3%	H = -0.73	I = 2.1
> O=C(CN1CCCC(O)C1)N1c2ccccc2Sc2ccc(C(F)(F)F)cc21 (configuration not stated)
  A = -5	B = -1.7	C = 6	D = 45	E = 0.9	F = -3	G = 7%	H = -11*	I = 0.41
> COc1ncnc2c1N=C1CC(C)(C)CC(N)=C1S2
  A = 5	B = 3.4*	C = 7	D = -6	E = 0.8	F = 3	G = 3%	H = -3*	I = 40*
> CC(=O)Nc1nc(N2C(=O)c3ccccc3C2=O)n(-c2ccccc2)n1
  A = 0	B = 0.21	C = 11	D = -12	E = 1	F = 3	G = 6%	H = 0.34	I = 0.59
> O=C(COc1ccc(S(=O)(=O)NC2CCCCC2)cc1)NCC1CCCO1 (configuration not stated)
  A = -12	B = 0.83	C = 7	D = -7	E = 1	F = 5	G = 3%	H = -0.044	I = -1.4
> O=C(NC1CCS(=O)(=O)C1)c1c(NC(=O)C2COc3ccccc3O2)sc2c1CCCC2 (configuration not stated)
  A = -8	B = 1.4	C = .	D = 3	E = 0.9	F = .	G = 2%	H = -0.45	I = -0.66
> COCCCNc1oc(COc2ccc(Cl)cc2Cl)nc1C#N
  A = -3	B = 0.46	C = 9	D = 50	E = 1	F = -9	G = 4%	H = -0.69	I = -1
> CCN(CC(=O)Nc1cccc(OC)c1)C(=O)C1CCN(C(=O)Nc2ccccc2)CC1
  A = 21	B = -0.23	C = 10	D = 6	E = 1	F = -5	G = 2%	H = 0.24	I = -0.29
> Cc1cc(C)c2c(=O)[nH]n(C(C)C)c2n1
  A = -17	B = 1.3	C = 2	D = -21	E = 0.9	F = -1	G = 8%	H = 0.17	I = -0.21
> CN1CCc2c(sc3c2c(=O)n(-c2cccc(Cl)c2)c2nncn32)C1
  A = -10	B = -0.024	C = -8	D = -6	E = 0.9	F = -6	G = 4%	H = -0.21	I = -0.77
> COC(=O)c1[nH]c2cccc(Cl)c2c1NC(=O)CN(C)C1CCCCC1
  A = -7	B = 11*	C = 4	D = 15	E = 0.8	F = -3	G = 7%	H = -1.8*	I = 1.2
> O=C1c2ccccc2C(=O)N1Cc1nc(-c2ccccn2)no1
  A = 35	B = 0.19	C = 8	D = -3	E = 1	F = 1	G = 1%	H = 0.089	I = 0.054
> C=CCOc1ccc(/C=C/C(C)=N\O)cc1
  A = 20	B = -1.2	C = -14	D = 10	E = 0.9	F = 0	G = 9%	H = -0.33	I = -0.51
> CCOC(=O)Cn1c2ccc(OC)cc2c2nc3ccccc3nc21
  A = -1	B = 0.03	C = 20	D = 12	E = 0.9	F = 7	G = 0%	H = -0.2	I = 19*
> CCC(=O)c1ccc(OCC(O)Cn2c(C)nc3ccccc32)cc1 (configuration not stated)
  A = -39	B = -2.2	C = 32	D = 19	E = 0.9	F = 23	G = 1%	H = -0.93	I = 6.8*
> CCc1nc(N(CC)CC)c2oc3ccccc3c2n1
  A = -6	B = 3.2*	C = 21	D = 34	E = 0.9	F = .	G = 12%	H = -0.28	I = -0.093
> CC(C)=C1C2C=CC1C(C(=O)Nc1cc(C)ccc1C)C2C(=O)O (configuration not stated)
  A = -8	B = 0.65	C = 17	D = 11	E = 1	F = .	G = 1%	H = 0	I = 0.49
> Cc1ccc(C(c2nnnn2CS(=O)(=O)c2ccc(C)cc2)N2CCC(C(N)=O)CC2)cc1 (configuration not stated)
  A = -5	B = 0.74	C = 16	D = 1	E = 0.9	F = 7	G = 7%	H = 0.79	I = -0.64
> CCOC(=O)C1CCN(c2c(NCc3ccc(C(=O)NCCC(C)C)cc3)c(=O)c2=O)CC1
  A = 9	B = 0.021	C = -7	D = -17	E = 0.9	F = -2	G = 7%	H = 0.028	I = 0.16
> COC(=O)c1[nH]c(C)c(/C(O)=C2\C(=O)C(=O)N(CCN(C)C)C2c2ccco2)c1C (configuration not stated)
  A = 20	B = -1.4	C = 10	D = -30	E = 1	F = -4	G = 10%	H = 0.76	I = 0.37
> CCCS(=O)(=O)N1CCN(Cc2ccc(OCc3ccccc3)c(OC)c2)CC1
  A = -3	B = 0.43	C = 10	D = 16	E = 0.9	F = 24	G = 2%	H = -0.87	I = 1.3
> Cc1nnc(SCC(=O)N2CCN(S(=O)(=O)c3ccccc3)CC2)n1Cc1ccccc1
  A = 0	B = -0.59	C = 19	D = -16	E = 0.8	F = 1	G = 4%	H = -6.4*	I = -0.068
> COc1ccccc1N1CCN(CC(=O)c2c(C)[nH]c3ccccc23)CC1
  A = -24	B = -1.4	C = 13	D = 7	E = 0.9	F = 8	G = 5%	H = -0.93	I = -1.2
> O=C(CN1C(=O)c2cccc3cccc1c23)Nc1ccccc1C(=O)NCc1ccco1
  A = -11	B = -0.55	C = 12	D = 19	E = 0.8	F = -3	G = 15%	H = 0.09	I = 0.18
> CC(=O)c1c(N=CN(C)C)nc(C)nc1-c1ccccc1
  A = -14	B = 1.5	C = 2	D = -15	E = 0.9	F = -5	G = 6%	H = 0.19	I = 0.66
> C=CCNc1nc(NCCN2CCOCC2)nc(OC)n1
  A = 8	B = 0.62	C = 13	D = -7	E = 0.9	F = 6	G = 4%	H = 0.91	I = 0.67
> CCc1cccc(C)c1NC(=O)CN1C(=O)c2ccccc2S1(=O)=O
  A = -22	B = -0.15	C = 14	D = -4	E = 0.9	F = -1	G = 7%	H = -1.7	I = -0.008
> Nc1ccccc1SCc1cn2ccccc2n1
  A = 30	B = -1.7	C = -42	D = 4	E = .	F = -6	G = 4%	H = 0.54	I = -1.3
> CC(C)[C@H](NC(=O)[C@@H]1CSCN1C(=O)OC(C)(C)C)C(=O)NCC1CCC(C(=O)O)CC1 (some centres not stated)
  A = -20	B = -0.097	C = 6	D = -18	E = 1	F = -10	G = 3%	H = 1	I = 1.8*
> COC(=O)C1=C(C)NC(=O)C1(NC(=O)c1cccnc1)C(F)(F)F (configuration not stated)
  A = 5	B = 0.46	C = 4	D = -12	E = 0.9	F = 2	G = 3%	H = -0.71	I = 0.21
> COc1cccc(OC)c1C(=O)NCCN1CCN(C(=O)c2c(OC)cccc2OC)CC1
  A = -8	B = -1.1	C = 9	D = -21	E = 1	F = 2	G = 10%	H = 0.58	I = -1.2
> c1ccc(Cc2ccc(OCCn3cncn3)cc2)cc1
  A = 9	B = -1.5	C = 18	D = 13	E = 0.8	F = 16	G = 2%	H = 0.63	I = 0.1

Four successive records out of the list so far, quoted:
Key to letters: A = SF-1 act; B = D1 mod; C = HEK293 NFkB inh; D = tolC growth inh; E = TNAP act mid DEA; F = Jurkat viability; G = NADH coupling; H = M1 antag; I = M1 agonist
> O=C(NC1CCS(=O)(=O)C1)c1c(NC(=O)C2COc3ccccc3O2)sc2c1CCCC2 (configuration not stated)
  A = -8	B = 1.4	C = .	D = 3	E = 0.9	F = .	G = 2%	H = -0.45	I = -0.66
> COCCCNc1oc(COc2ccc(Cl)cc2Cl)nc1C#N
  A = -3	B = 0.46	C = 9	D = 50	E = 1	F = -9	G = 4%	H = -0.69	I = -1
> CCN(CC(=O)Nc1cccc(OC)c1)C(=O)C1CCN(C(=O)Nc2ccccc2)CC1
  A = 21	B = -0.23	C = 10	D = 6	E = 1	F = -5	G = 2%	H = 0.24	I = -0.29
> Cc1cc(C)c2c(=O)[nH]n(C(C)C)c2n1
  A = -17	B = 1.3	C = 2	D = -21	E = 0.9	F = -1	G = 8%	H = 0.17	I = -0.21

High-throughput results deposited in PubChem BioAssay by several laboratories.
